# From PubChem
# CHT block – inhibitors of human choline transporter CHT; High affinity choline transporter 1 (Homo sapiens), Q9GZV3; CHT-expressing cells, membrane potential dye, choline response; hits give low values; B-score at 10 µM; 310,000 tested, 0.86% active;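 active = B-score over 3 SD under the library average, and starting fluorescence ratio not unusually high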;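 also: choline stimulus applied at its EC90 after an EC20 pre-addition; B-score computed on integrated fluorescence ratio after choline addition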
# Target sequence (Q9GZV3 whole entry, looked up): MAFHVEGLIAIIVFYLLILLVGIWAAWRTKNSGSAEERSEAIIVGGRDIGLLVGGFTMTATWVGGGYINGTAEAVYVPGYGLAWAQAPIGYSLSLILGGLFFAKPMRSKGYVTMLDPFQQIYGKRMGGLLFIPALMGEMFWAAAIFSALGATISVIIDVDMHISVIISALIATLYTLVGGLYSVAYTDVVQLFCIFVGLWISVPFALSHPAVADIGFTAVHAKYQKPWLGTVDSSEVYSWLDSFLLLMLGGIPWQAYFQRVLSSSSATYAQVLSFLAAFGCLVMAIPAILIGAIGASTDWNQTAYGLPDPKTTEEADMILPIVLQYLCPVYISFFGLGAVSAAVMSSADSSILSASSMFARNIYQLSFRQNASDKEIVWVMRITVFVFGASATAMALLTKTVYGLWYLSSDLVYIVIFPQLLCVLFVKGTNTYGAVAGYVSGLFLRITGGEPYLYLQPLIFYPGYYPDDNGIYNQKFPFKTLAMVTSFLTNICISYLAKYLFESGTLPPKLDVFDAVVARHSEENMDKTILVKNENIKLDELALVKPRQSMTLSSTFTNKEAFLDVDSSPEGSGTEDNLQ
# CHT allo act – CHT positive allosteric modulators, primary screen, cell-based, membrane potential dye, choline EC20; High affinity choline transporter 1 (Homo sapiens), Q9GZV3; CHT-expressing cells; hits give high values; LV-AA mutant CHT in HEK293 cells; B-score at 10 µM; 310,000 tested, 0.49% active;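 active = initial fluorescence not abnormally high and integrated response B-score, plate-corrected, over 3 SD above library mean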
# * = called active by the depositor; i = inactive.
# Preview, 3 compounds:
# Below each compound – CHT block | CHT allo act
- CCOC(=O)C1CCN(S(=O)(=O)c2ccc(C(C)(C)C)cc2)CC1
→ i | i
- CCOc1ccc(NC(=O)CCCc2cc(-c3ccc(OCC)cc3)on2)cc1
→ i | i
- O=[N+]([O-])c1ccc(NCCOc2ccccc2Cl)nc1
→ i | i

# All compounds of this part, from the start:
# Below each compound – CHT block | CHT allo act
- CCOC(=O)C1CCN(S(=O)(=O)c2ccc(C(C)(C)C)cc2)CC1
→ i | i
- CCOc1ccc(NC(=O)CCCc2cc(-c3ccc(OCC)cc3)on2)cc1
→ i | i
- O=[N+]([O-])c1ccc(NCCOc2ccccc2Cl)nc1
→ i | i
- CSc1ncccc1C(=O)NC(C)C1CC2CCC1C2 (centres undefined)
→ i | i
- Cc1cc(-c2nc3c4c5c(sc4[nH]c(=O)n3n2)CCC5)c(C)o1
→ i | i
- O=C(NCC(=O)N1CCN(c2ccccc2O)CC1)C1CCCCC1
→ i | i
- COCCNc1c(-c2ccc(OC)cc2)nc2ccc(Cl)cn12
→ -9.6* | i
- Cc1cccc(C(OC(=O)c2ccco2)C(=O)NCc2ccccc2)n1 (centres undefined)
→ i | i
- O=C(O)CCCN1C(=O)C(=O)/C(=C(/O)c2ccc(Cl)cc2)C1c1ccccc1 (centres undefined)
→ i | i
- Fc1cc(Br)ccc1NC(=S)Nc1ccccc1
→ i | i
- CCOc1cc2c(cc1OCC)C(C(=O)O)C(c1cc(Br)c(O)c(OC)c1)N(C)C2=O (centres undefined)
→ i | i
- COc1ccc(-c2nc(CS(=O)(=O)CC(=O)NCCCN3CCN(C)CC3)c(C)o2)cc1
→ i | i
- CCn1c(SCC(=O)N2CCC(C)CC2)nc2c1c(=O)n(C)c(=O)n2C
→ i | i
- CCn1c(-c2ccoc2C)n[nH]c1=S
→ i | i
- CC(=O)N1CCN(CC(=O)Nc2ccc(C)c(F)c2)CC1
→ i | i
- CCOC(=O)c1c(N2C(=O)Nc3ccccc3N2O)n[nH]c1-c1cccc(OC)c1
→ i | i
- CCOC(=O)C1=C(COC(=O)c2cccc(Cl)c2)NC(=O)NC1C (centres undefined)
→ i | i
- O=C(NCc1cccnc1)c1ccccc1NS(=O)(=O)c1ccc(F)cc1
→ i | i
- Cn1c2ccccc2c2c(C(=O)N3CCN(c4ccc(F)cc4)CC3)cn(C3CCCC3)c(=O)c21
→ i | i
- CC(=O)c1cccc(Nc2nc(N3CCOCC3)nc(N3CCOCC3)n2)c1
→ i | i
- O=C(CN1C(=O)C2C3C=CC(C3)C2C1=O)NCC1COc2ccccc2O1 (centres undefined)
→ i | i
- COc1cc(/C=N/NC(=O)C(N)=O)cc(OC)c1O
→ i | i
- O=C(NCCC1=CCCCC1)C1CCCN(S(=O)(=O)c2ccccc2)C1 (centres undefined)
→ i | i
- CC1(C)CC(=O)c2c(oc3ccc(NS(=O)(=O)c4cccc5cccnc45)cc23)C1
→ i | i
- CCOc1ccc(N=C(C)C2=C(O)c3ccccc3C2=O)cc1
→ i | i
- COC(=O)c1c(C)cc(O)c(C=O)c1O
→ i | i
- O=C(NCc1ccccc1)C1CCCN(c2ncnc3c2nc2n3CCCCC2)C1 (centres undefined)
→ i | i
- Cc1ccccc1NC(=O)NCCCN1CCCC1
→ i | i
- CCn1c(NC(=O)c2ccco2)c(-c2ccccc2Cl)c(=O)c2ccccc21
→ i | i
- COCCNC(=S)N1CCN(c2ccc(Cl)cc2)CC1
→ i | i

# (listing goes on)
# Below each compound – CHT block | CHT allo act
- CN(C)CCNc1oc(COc2cccc(Cl)c2)nc1C#N
→ i | i
- COc1cc2[nH]c(=O)n(C3CCCCC3)c(=O)c2cc1OC
→ i | i
- Cc1nn(-c2ccccc2)c(C)c1NC(=O)COC(=O)CCc1ccccc1
→ i | i
- CCN(C(=O)CSc1nc2ccccc2o1)C1CCS(=O)(=O)C1 (centres undefined)
→ i | i
- O=C(O)c1ccc(-c2nc(-c3ccc(Cl)cc3Cl)cs2)cc1
→ i | i
- COc1cc(CN2CCCC(CO)(Cc3ccccc3F)C2)ccc1O (centres undefined)
→ i | i
- Cc1oc(C(=O)O)cc1CSc1nnc(-c2ccccc2)n1C
→ i | i
- CC(C)c1ccccc1NCC(=O)N1CCN(Cc2ccccc2)CC1
→ i | i
- CCc1nc2c(nnn2Cc2ccc(F)cc2)c(=O)[nH]1
→ i | i
- Cc1ccc(Oc2ncc(CN3CC(C)OC(C)C3)s2)cc1 (centres undefined)
→ i | i
- Nc1[nH]ncc1-c1ccc(F)cc1
→ i | i
- Cn1c(C(=O)N2CCC(C(=O)N3CCN(Cc4ccc5c(c4)OCO5)CC3)CC2)cc2sccc21
→ i | i
- CCCCN1C(C(=O)Nc2cc(C)on2)=C(O)c2ccccc2S1(=O)=O
→ i | i
- CC(=O)c1cc(-c2ccccc2)n(CC(=O)Nc2cccc(C)c2)c1C
→ i | i
- O=C(/C=C/c1cccs1)NC1CC1
→ i | i
- Cc1nn(Cc2noc(C(=O)NCc3ccc(F)cc3)n2)c(C)c1Br
→ i | i
- COC(=O)C1=C(C)NC2=C(C(=O)CCC2)C1c1cccc(C)n1 (centres undefined)
→ i | i
- O=C(CSc1n[nH]c(=O)[nH]c1=O)Nc1ccc2c(c1)C(=O)c1ccccc1C2=O
→ i | i
- CCOc1ccc(CCNC(=O)COC(=O)c2c(OC)cccc2OC)cc1OCC
→ i | i
- O=c1c2c3c(sc2n(CCN2CCOCC2)c(=O)n1Cc1ccco1)CCCCC3
→ i | i
- CC(=O)c1ccc(NC(=O)Cn2c(=O)oc3ccccc32)cc1
→ i | i
- COc1ccc(-c2cc(=O)oc3c(C)c(OC(C)C(=O)Nc4ccc(CN5CCOCC5)cc4)ccc23)cc1 (centres undefined)
→ i | i
- COc1cc(NS(=O)(=O)c2ccc(NC(=O)c3ccc(Cl)cc3Cl)cc2)ncn1
→ -9.3* | i
- Cc1onc(-c2ccccc2)c1NC(=O)N(Cc1ccccc1)C(C)C
→ i | i
- CS(=O)(=O)N(CC(=O)Nc1ccccc1C(=O)N1CCCC1)c1cccc([N+](=O)[O-])c1
→ i | i
- C/C(=N\NC(=O)CCc1ccc(S(=O)(=O)N2CCOCC2)cc1)c1ccc(Br)cc1
→ i | i
- OCCC1CN(Cc2nc3c(s2)CCCC3)CCN1Cc1ccsc1 (centres undefined)
→ i | i
- Cc1cc(C)c2nc(C)cc(Nc3ccc(C(=O)N(C)C)cc3)c2c1
→ i | i
- O=C1CC(NS(=O)(=O)c2ccc([N+](=O)[O-])cc2)CN1c1ccc(Cl)cc1 (centres undefined)
→ i | i
- CCNC(=O)c1ccc2c(c1)S(=O)(=O)c1ccccc1C2=O
→ i | i

# (cont.)
# Below each compound – CHT block | CHT allo act
- CCCn1c(SCC(=O)Nc2ccc(NC(C)=O)cc2)nc2c1c(=O)n(C)c(=O)n2C
→ i | i
- Clc1ccc(-n2ncc3c(NCc4ccc5c(c4)OCO5)ncnc32)cc1
→ i | i
- COc1ccc(CNC(=O)c2sc(=S)n(-c3ccccc3)c2N)cc1
→ i | i
- c1ccc(-n2ncc3c2ncn2nc(-c4ccco4)nc32)cc1
→ i | i
- COc1ccc2cc(C(=O)CS(=O)(=O)c3ccccc3)c(=O)oc2c1
→ i | i
- Cc1ccc(-c2cccc(CN3CCN(C4CCN(C(C)C)CC4)C(CCO)C3)c2)o1 (centres undefined)
→ i | i
- Cc1ccc(-c2csc3ncnc(Cl)c23)cc1
→ i | i
- Cc1ccc(N2C(=O)CS/C2=C(\C(Cl)=C(Cl)Cl)[N+](=O)[O-])cc1
→ i | i
- CCC(C)(C(=O)NC1CCCCC1)N(C(=O)Cc1cccs1)c1ccccc1 (centres undefined)
→ i | i
- COc1cc(C(=O)NCc2ccc(-c3nc4ccccc4s3)cc2)cc(OC)c1OC
→ i | i
- Cc1cccc(-n2c(Cc3cc(=O)[nH]c(=O)[nH]3)nnc2SC(C)C)c1
→ i | i
- COc1ccccc1N1CCN(CC(O)COc2c(OC)cccc2OC)CC1 (centres undefined)
→ i | i
- CCn1c(CCNC(=O)c2ccc(C)cc2)n[nH]c1=S
→ i | i
- COC(=O)CCC(=O)c1ccn(S(=O)(=O)c2ccccc2)c1
→ i | i
- COc1ccc(C2=CC(c3ccc(F)cc3)n3nnnc3N2)cc1 (centres undefined)
→ i | i
- Cc1noc(C)c1CSCC(=O)N1CCN(c2ccc([N+](=O)[O-])cc2)CC1
→ i | i
- COc1ccc(Nc2nc(-c3ccccc3F)nc3ccccc23)cc1OC
→ i | i
- CCOC(=O)CSc1nnc(CNC(=O)c2cc(OCC)c(OCC)c(OCC)c2)n1C
→ i | i
- Cc1ccc(CNCC(O)c2ccccc2)s1 (centres undefined)
→ i | i
- Cc1ccc(NC(=O)O/N=C/c2ccc(F)cc2)cc1
→ i | i
- COC(=O)C1=C(C)N=C2SC(C)C(=O)N2C1c1cccc(F)c1 (centres undefined)
→ i | i
- Cc1ccc(CNC(=O)c2cc3c(s2)CS(=O)(=O)C3)cc1
→ i | i
- Cc1ccc(NN2C(=O)C=CC2=O)cc1
→ i | i
- Clc1ccc(CCNc2nc3ccccc3n3nnnc23)cc1
→ i | i
- O=C(NCCOc1ccccc1F)c1ccccc1SCc1ccc(F)cc1
→ i | i
- CCc1ccc(NC(=O)c2cnc3scc(C)n3c2=O)cc1
→ i | i
- CC1CCCCN1C(=O)COC(=O)c1cccc(NS(=O)(=O)c2ccccc2)c1 (centres undefined)
→ i | i
- COc1ccc2c(c1)N1CCN=C1N2C
→ i | 8.9*
- CCCCn1c(N)c(N(CC(C)C)C(=O)CCCc2cccs2)c(=O)[nH]c1=O
→ i | i
- O=C(CNS(=O)(=O)c1ccccc1Br)OCC(=O)N1CCc2ccccc21
→ i | i

# One compound at a time (already shown):
# Results for Clc1ccc(CCNc2nc3ccccc3n3nnnc23)cc1 → CHT block = i; CHT allo act = i
# Results for CCn1c(NC(=O)c2ccco2)c(-c2ccccc2Cl)c(=O)c2ccccc21 → CHT block = i; CHT allo act = i
# Results for O=C(NCCC1=CCCCC1)C1CCCN(S(=O)(=O)c2ccccc2)C1 (centres undefined) → CHT block = i; CHT allo act = i

# (next part)
# Below each compound – CHT block | CHT allo act
- C=CCn1c(=O)c(C(=O)NC(C)c2ccccc2)c(O)c2ccccc21 (centres undefined)
→ i | i
- O=S(=O)(c1ccc(Cl)cc1)N1CCC(N2CCCCCC2)CC1
→ i | i
- CCCCCCC(=O)Nc1nc(C)c(-c2csc(Nc3cc(Cl)ccc3C)n2)s1
→ i | i
- O=C(NNc1nc(-c2ccccc2)c2cc(Br)ccc2n1)c1ccc(S(=O)(=O)N2CCCCC2)cc1
→ i | i
- COc1ccc(-c2c(C)oc3ccc(C)cc23)cc1
→ i | i
- COc1ccc(-n2c(SCC(=O)Nc3nc(C)cs3)nnc2-c2ccoc2C)cc1
→ i | i
- O=C(Cc1ccc(Cl)cc1Cl)OCC(=O)N1CCCCC1
→ i | i
- CCCCOc1ccc(N=Cc2cccs2)cc1
→ i | i
- CC(=O)Nc1cccc(NC(=O)CSc2nccn2Cc2ccco2)c1
→ i | i
- COc1ccc(C(=O)Nc2ccc(NC(=O)c3cccs3)c(OC)c2)cc1Cl
→ i | i
- CCOC(=O)NCc1ccc(CNC(=O)OCC)cc1
→ i | i
- COc1ccc(Cn2c(N)c(C#N)c3nc4ccccc4nc32)cc1OC
→ i | i
- CCCc1ccc(C(=O)NNc2ccc(F)cc2)cc1
→ i | i
- O=c1[nH]cc(S(=O)(=O)c2ccccc2)[nH]1
→ i | i
- CCOC(=O)C1CCN(S(=O)(=O)c2c(C)[nH]c(=O)[nH]c2=O)CC1
→ i | i
- Brc1c(CSc2nncn2-c2ccccc2)nc2sccn12
→ i | i
- COc1ccc(C(=O)Nc2ccccc2N2CCCC2)cc1
→ i | i
- COc1cc2nc(SCc3ccc(F)cc3)n(Cc3cccs3)c(=N)c2cc1OC
→ i | i
- Cc1ccc(Oc2nc(CN3CCOCC3)nc3sc4c(c23)CCC(C)C4)cc1C (centres undefined)
→ i | i
- CC(=O)Nc1ccc(CNC(=O)C[N+]2(C)CCOCC2)cc1
→ i | i
- COc1ccc(N2CCN(C(=O)CSc3nnc4c(C)cc5cc(C)ccc5n34)CC2)cc1
→ i | i
- CC(C)(Oc1ccc(Cl)cc1)C(=O)NNC(=O)c1ccc(Br)o1
→ i | i
- COc1ccc(OC)c(-c2cc(-c3cccnc3)nc(N)c2C#N)c1
→ i | i
- COc1ccc(OC)c(N(CC(=O)Nc2ccc3c(c2)OCCO3)S(C)(=O)=O)c1
→ i | i
- O=C(CSc1ccc2nnc(-c3ccc(Cl)cc3)n2n1)N1CCCC1
→ i | i
- COc1ccc(N2CCN(CCCn3c(=S)[nH]c4ccccc4c3=O)CC2)cc1
→ i | i
- CN1CCN(C2OC(=O)c3ccccc32)CC1 (centres undefined)
→ i | i
- O=C(/C=C/c1c(F)cccc1Cl)Nc1cccnc1
→ i | i
- CC(C)Cc1nnc(NC(=O)CCC(=O)Nc2ccccc2F)s1
→ i | i
- COC(=O)/C(=C(/F)Sc1cc(C)c(O)c(C)c1)C(F)(F)F
→ i | i

# Continued.
# Below each compound – CHT block | CHT allo act
- Cc1ccn2c(-c3n[nH]c(=S)n3Cc3ccccc3)c(C)nc2c1
→ i | i
- CCc1nc2ccc(C(=O)Nc3cccc(C(C)=O)c3)cc2nc1CC
→ i | i
- COc1cc2c(cc1OC)CN(C(=O)c1ccc3[nH]c(C)c(C)c3c1)CC2
→ i | i
- Cc1nn(C)cc1CN(C)C(=O)c1nn2c(c1Cl)NC(c1cccs1)CC2C(F)(F)F (centres undefined)
→ i | i
- CCn1c(COc2ccc3c(c2)CCCC3)nnc1SCC(=O)Nc1nccs1
→ i | i
- CCn1c(SCC(=O)Nc2cccc(C)c2)nc2nc3c(cc2c1=O)COC(C)(C)C3
→ i | i
- COc1ccc(C=O)cc1CSc1nnc(COc2cccc3cccnc23)o1
→ i | i
- Cc1ccc(-n2ncc3c(=O)[nH]c(SC(C)C)nc32)cc1
→ i | i
- CCc1ccccc1NC(=O)Nn1cnnc1
→ i | i
